# High-throughput results as filed in PubChem BioAssay.
# KLK7 zymogen act = proKLK7 zymogen activators, primary screen, biochemical, fluorescence intensity. AID 652039, 2013. activation, % at 7 µM. Kallikrein-7 (Homo sapiens), P49862. actives 0.9% (n = 370,000). purified proKLK7, EDANS-DABCYL substrate fluorescence; 100% is mature enzyme control, 0% vehicle;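 active means activation above the mean of all tested compounds plus 3 SD, computed per campaign excluding outliers beyond control limits, cut at about 13% in these data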
# Tn7 DDE FP = inhibitors of Tn7 peptide binding to fibrin DD(E), primary screen, biochemical, fluorescence polarization, human fibrin, Tn7 probe; actives 0.13% (n = 370,000); inhibition, % at 8.3 µM; Fibrinogen beta chain (Homo sapiens), P02675; FP displacement of FITC-Tn7 peptide from fibrin DD(E); 0% = median of compound wells per plate; AID 720508, 2013;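 active means inhibition above the mean of compounds falling within the control limits plus 3 SD of them, cut at about 14% in these data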;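 further: 0% = plate median of compound wells and 100% = 10 µM Aha-Tn7 peptide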
# Target sequence (P02675 whole entry, looked up): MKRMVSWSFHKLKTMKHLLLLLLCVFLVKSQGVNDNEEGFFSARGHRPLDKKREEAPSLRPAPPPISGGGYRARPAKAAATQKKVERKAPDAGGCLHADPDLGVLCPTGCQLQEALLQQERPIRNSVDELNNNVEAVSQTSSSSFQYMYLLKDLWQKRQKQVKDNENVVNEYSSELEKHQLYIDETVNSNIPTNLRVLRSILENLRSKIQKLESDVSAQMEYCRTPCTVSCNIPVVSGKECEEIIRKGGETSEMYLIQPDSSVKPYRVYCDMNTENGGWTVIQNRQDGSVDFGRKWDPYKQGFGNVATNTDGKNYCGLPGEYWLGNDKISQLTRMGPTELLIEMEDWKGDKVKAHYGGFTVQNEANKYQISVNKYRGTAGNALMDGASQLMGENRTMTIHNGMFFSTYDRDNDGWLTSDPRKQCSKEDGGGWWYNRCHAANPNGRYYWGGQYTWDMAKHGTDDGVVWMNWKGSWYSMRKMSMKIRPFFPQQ
#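 Also added: labelled Tn7 tracer, 0.1 µM; Assay system: human fibrin DD(E) protein; Amount: 2 µM fibrin DD(E); Schedule: 10 min compound pre-incubation, 3 h probe incubation at room temperature; Repeats: one replicate per compound; Read-out basis: percent inhibition; Measured by: fluorescence polarization of the labelled Tn7 tracer.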
# ASAP1 GAP inh = inhibitors of human ASAP1 ArfGAP activity, primary screen, biochemical, fluorescence polarization. Arf-GAP with SH3 domain, ANK repeat and PH domain-containing protein 1 (Homo sapiens), …. ASAP1-stimulated ARF1 GTP hydrolysis, GDP FP detection. inhibition, % at 16.5 µM. actives 0.19% (n = 360,000). AID 624377, 2012; in the data active means inhibition above about 25%;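 further: 0% = vehicle with enzyme and substrate and 100% = no enzyme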
# Target sequence (Q9ULH1 325-724 limits assumed): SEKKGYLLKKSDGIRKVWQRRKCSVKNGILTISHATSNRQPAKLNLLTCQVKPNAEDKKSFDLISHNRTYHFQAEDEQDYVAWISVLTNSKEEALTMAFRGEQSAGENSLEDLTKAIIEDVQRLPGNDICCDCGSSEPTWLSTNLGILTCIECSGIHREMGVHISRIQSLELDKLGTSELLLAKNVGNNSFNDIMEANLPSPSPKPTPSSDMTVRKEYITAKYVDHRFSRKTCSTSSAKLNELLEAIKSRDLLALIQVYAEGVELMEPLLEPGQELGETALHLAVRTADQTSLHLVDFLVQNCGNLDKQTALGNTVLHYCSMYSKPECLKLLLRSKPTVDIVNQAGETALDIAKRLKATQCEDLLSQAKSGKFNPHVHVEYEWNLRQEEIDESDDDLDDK
# UHRF1 binding = UHRF1 methylated DNA binding inhibitors, primary screen, counter-screen for MBD2 inhibitor project, biochemical, TR-FRET, human UHRF1, single concentration | E3 ubiquitin-protein ligase UHRF1 (Homo sapiens), Q96T88 | UHRF1 binding to methylated oligo | inhibition, % at 4.4 µM | actives 0.75% (n = 370,000); in the data active means inhibition above about 21%;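 further: UHRF1 SRA domain binding a hemimethylated CpG hairpin DNA probe; 0% = median of test compound wells and 100% = reference inhibitor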
# sPLA2-III inh = human group III sPLA2 inhibitors, primary screen, biochemical, QFRET, BODIPY PC-A2 liposome substrate. inhibition, % at 12.2 µM. QFRET BODIPY PC-A2 liposome hydrolysis, fluorescence. actives 0.56% (n = 370,000). AID 743126, 2013;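 active means inhibition above mean plus 3 SD of compounds lying within the high and low control bounds, cut at about 19% in these data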;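 further: 0% = median of test compound wells and 100% = no enzyme DMSO wells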
# ARFGAP1 inh = inhibitors of rat ARFGAP1 GAP activity, primary screen, biochemical, fluorescence polarization, GDP tracer; Arfgap1-stimulated ARF1 GTP hydrolysis, GDP FP detection; inhibition, % at 16.5 µM; actives 0.26% (n = 360,000);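 active means inhibition above a per-plate limit, mean inhibition of low control wells plus 3 SD, cut at about 25% in these data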;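 further: 0% = DMSO wells with enzyme and 100% = wells lacking Arfgap1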
# Target sequence (Q62848 1-136 limits assumed): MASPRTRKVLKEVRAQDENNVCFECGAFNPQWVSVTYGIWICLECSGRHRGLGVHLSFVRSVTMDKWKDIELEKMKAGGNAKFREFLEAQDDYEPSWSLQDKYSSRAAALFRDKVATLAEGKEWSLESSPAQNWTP
#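 Repeats: one replicate per compound; assay system: rat Arfgap1 catalytic domain, aa 1-136; times: enzyme reaction 120 min at 25 °C after 20 min preincubation; detection: FP of antibody-bound GDP Alexa 633 tracer, ex 620/em 688 nm; benchmarks: high control wells lacking Arfgap1, low control full reaction with DMSO; reagent: human ARF1(Δ1-17)-GTP substrate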
# NR1D1 modulator = modulators of Rev-erb alpha DNA binding, primary screen, biochemical, FITC-DNA, fluorescence polarization, uHTS | Nuclear receptor subfamily 1 group D member 1 (Homo sapiens), P20393 | Rev-erbα–FITC-DNA binding, 90 min | actives 0.79% (n = 370,000) | activity, % at 10 µM;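 active means activity above about 14%, limit read from the data; passing the limit was not always enough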;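 further: 0% = DMSO wells with 35 nM protein and 100% = DMSO wells with 750 nM protein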
# PLC-gamma1 inh = PLC-gamma1 enzyme inhibitors, primary screen, biochemical, fluorescence, purified enzyme | fluorogenic substrate | 1-phosphatidylinositol 4,5-bisphosphate phosphodiesterase gamma-1 (Homo sapiens), P19174 | AID 720700, 2013 | actives 0.84% (n = 370,000) | inhibition, % at 12.2 µM; in the data active means inhibition above about 9.5%
# Tn6 DDE FP = inhibitors of Tn6 peptide binding to fibrin DD(E), primary screen, biochemical, fluorescence polarization, human fibrin, Tn6 probe; Fibrinogen beta chain (Homo sapiens), P02675; Fibrin DD(E) TRITC-Tn6 fluorescence polarization displacement; inhibition, % at 8.3 µM; actives 0.21% (n = 370,000); AID 720509, 2013;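 active means inhibition above a per-campaign cutoff: mean of compounds within control limits plus 3 SD, cut at about 15% in these data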;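 further: 0% = median of all compound wells on the plate and 100% = blocking peptide control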
# PLC-beta3 inh = human PLC-beta3 inhibitors, primary screen, biochemical, fluorescence | inhibition, % at 12.2 µM | 1-phosphatidylinositol 4,5-bisphosphate phosphodiesterase beta-3 (Homo sapiens), Q01970 | Purified PLC-beta3, fluorogenic substrate | actives 0.18% (n = 370,000); in the data active means inhibition above about 11%;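 further: 0% = median of compound wells on plate and 100% = full blocker control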
# Active calls of the source: *; i = inactive; / = not tested or not shown.
smiles	UHRF1 binding	Tn6 DDE FP	PLC-beta3 inh	Tn7 DDE FP	NR1D1 modulator	sPLA2-III inh	ARFGAP1 inh	PLC-gamma1 inh	ASAP1 GAP inh	KLK7 zymogen act
CCCCCCCC(=O)OCC(=O)[C@@]1(O)CC[C@H]2[C@@H]3CCC4=CC(=O)CC[C@]4(C)[C@H]3[C@@H](O)C[C@@]21C	0	-3	7	-1	-2	-9	4	5	-1	0.5
CC(=O)Nc1ccc(S(=O)(=O)N2CCC(C(=O)N[C@@H](Cc3ccccc3)C(=O)O)CC2)cc1	2	-4	-5	1	-3	11	23	4	-5	-0.2
COC(=O)[C@]12C[C@H](CC(=O)NCc3ccccc3)C(=O)N(Cc3ccccc3)C1=C[C@H](C1CCCC1)O[C@@H]2C	-3	4	2	6	-2	-9	7	0	-7	0.5
N=c1c(C(=O)NC2CCCC2)cc2c(=O)n3ccccc3nc2n1C1CCCC1	-1	-4	i	-3	-2	4	-3	i	7	50*
CCOC(=O)c1c(NC(=O)CC)sc2c1CCN(Cc1ccccc1)C2	-1	2	-8	-2	5	-1	5	-8	-5	1.2
COCCn1c(SCC(=O)N2CCCC2)nc2c(c1=O)SCC2	1	6	11*	-3	-7	8	13	7	14	0.5
COc1ccc(CN2CCN(S(=O)(=O)c3ccc(F)cc3)CC2)cc1OC	-2	7	-5	4	6	0	3	1	-16	-0.3
COc1ccc(C(=O)c2ccccc2CN2C(=O)c3ccccc3C2=O)cc1	1	10	-2	0	-4	0	-3	2	-1	0.2
CCn1cc(Cl)c(C(=O)NNC(=O)CCn2cc([N+](=O)[O-])cn2)n1	3	-5	-1	7	1	14	7	2	-1	0.0
CC(=O)NC1CCC(OC(=O)Nc2ccccc2)CC1 (configuration not stated)	-1	7	4	5	-4	-2	2	-1	-7	-0.7
Cc1nc(SCC(=O)Nc2ccc3c(c2)OCO3)c(C#N)c2c1CCCC2	-2	-1	0	3	-2	7	8	2	7	-0.1
Cc1ccc(Nc2cnn(C34CC5CC(CC(CC(=O)O)(C5)C3)C4)c(=O)c2Cl)cc1	0	1	7	7	-3	-4	-5	4	-9	-0.3
Oc1cnn(-c2ccccc2)c1	3	-1	11	-6	-2	-2	2	2	1	0.2
Cc1cc(C(=O)O)oc(=O)c1	2	-5	-6	2	-3	1	5	2	-5	-0.5
COc1ccccc1C(=O)N1CCN(C(=O)c2ccncc2)CC1	-1	-5	5	-5	1	-4	4	-1	-8	0.6
CCOC(=O)[C@H]1[C@H]2COc3ccc(Cl)cc3[C@@H]2N2C(=O)CN(Cc3ccc(C)cc3)C(=O)[C@@]12C	3	3	3	-1	2	-13	3	2	-3	0.2
O=C(COC(=O)Cc1ccccc1F)NNC(=O)c1ccc(Cl)cc1	1	1	-8	6	-2	-8	3	0	2	0.2
COC(=O)[C@]12CCCCC=C1N(CCc1ccc(OC)c(OC)c1)C(=O)[C@H](CC(=O)NCc1ccccc1)C2	0	1	2	-4	2	-10	4	1	7	-0.2
N#CCC(=O)N/N=C/c1cccc(Oc2ccccc2)c1	-3	-1	-4	-5	7	-23	-4	-3	-2	-0.1
Cc1cccc(N(CC(=O)NC(C)(C)C)C(=O)CS(=O)CC(=O)Nc2ccc(F)cc2)c1 (configuration not stated)	-2	-3	-4	-4	-7	-10	-2	1	0	-0.1
Cc1ccc(-n2nnnc2SCC(=O)Nc2sc(C)c(C)c2C#N)cc1C	1	0	4	-5	0	-4	1	1	1	-0.3
CC(C)OCCCNC(=O)C1CCN(S(=O)(=O)N2CCCC2)CC1	1	-8	-1	-2	7	2	11	1	1	-0.6
Cc1ccc(NC2=NCC(=O)N2Cc2ccc3c(c2)OCO3)cc1	2	-3	-2	-8	-2	0	12	5	4	0.1
CCCNc1nc(C)cc(-c2cc(-c3ccc(Cl)cc3)on2)n1	-1	0	-1	-3	-1	-5	5	-3	4	0.1
CC#Cc1cc2c(cc1O)CCC1C2CCC2(C)C(O)CCC12 (configuration not stated)	0	-9	-35	-2	-5	-31	4	-31	2	0.0
Oc1ccc2oc3c(c2c1/C=N/n1cnnc1)CCCC3	-3	-4	-78	-4	4	0	-9	-57	-12	-2.5
Oc1c(C(c2ccc(Cl)cc2)N2CCCC2)cc(Cl)c2cccnc12 (configuration not stated)	-10	0	-21	-4	5	18	5	-11	2	-0.4
CN1C(=O)N(C)C2C1N(C)S(=O)(=O)N2C (configuration not stated)	0	0	3	-3	5	1	1	-1	7	-0.3
CCN=C1NC(c2ccccc2C(F)(F)F)C(C(=O)OC)=C(C)N1C (configuration not stated)	0	9	4	-3	5	-3	-10	0	-1	0.9
C=CCSc1nc(O)c(CC)c(=O)n1C(C)CC (configuration not stated)	6	-1	-2	-2	-3	7	7	-2	0	0.4
Cc1ccc2nc(/C(C#N)=C\c3ccc(Oc4ccc([N+](=O)[O-])cn4)cc3)[nH]c2c1	16	-8	-47	-5	-7	-3	1	-46	11	0.0
CCCCOC(=O)n1c(=S)oc2cc(Cl)ccc21	-1	4	-3	-2	-3	-6	-5	-4	-6	-0.4
CCC(C)c1ccc(S(=O)(=O)N2CCN(CC(O)COCC3CCCO3)CC2)cc1 (configuration not stated)	-1	-3	2	2	-8	-2	18	1	2	0.3
COc1ccc(OC)c(NC(=O)c2cc(S(=O)(=O)N(C)C)ccc2N2CCCC2)c1	2	6	-1	-1	3	11	3	4	3	0.0
O=C(COc1ccccc1F)Nc1nnc(C2CCCC2)s1	-3	7	-61	1	8	1	-10	-1	2	0.2
COC(=O)c1scc2c(=O)cc(C(F)(F)F)[nH]c12	7	-4	i	3	1	-1	7	i	-2	59*
COc1ccc(-c2csc3ncnc(N4CCN(S(=O)(=O)c5ccccc5C#N)CC4)c23)cc1	-2	1	-12	-7	28*	-1	1	-1	10	0.1
CCCn1nc(NS(=O)(=O)c2ccccc2)c2cc3ccccc3nc21	0	4	-2	3	0	4	10	-3	8	-0.1
FC(F)(F)c1cc(Oc2ccccc2)nc(-c2ccccn2)n1	-3	-5	2	1	0	0	-4	3	-1	0.0
CC(=O)c1ccc(NC(=O)CCc2ccc(C)o2)cc1	4	9	-7	3	3	-17	-7	-5	-4	-0.1
COc1ccc(-c2sc3cc4c(cc3c2C#CC2(O)CCCCC2)OCO4)cc1	13	5	-40	-3	-1	-13	9	-25	11	-34
COc1cc(C)c(CN2CCN(C(C)C(=O)NC(C)c3ccccc3)CC2)cc1OC (configuration not stated)	1	4	-10	0	1	1	-4	2	-21	0.1
NC(=O)NOCc1c(F)cccc1Cl	-1	3	-1	-1	-6	3	5	2	-9	-0.2
CCN(CC)C(=O)C(=O)c1cn(CC(=O)NCc2ccc3c(c2)OCO3)c2ccccc12	2	-1	-4	7	-3	0	-12	1	-9	0.1
COc1ccc(-n2c(SCC(=O)c3c(N)n(C)c(=O)n(C)c3=O)nc3ccccc32)cc1	3	1	2	-5	-2	2	6	0	3	-0.1

# Full records from above. Order of values: UHRF1 binding | Tn6 DDE FP | PLC-beta3 inh | Tn7 DDE FP | NR1D1 modulator | sPLA2-III inh | ARFGAP1 inh | PLC-gamma1 inh | ASAP1 GAP inh | KLK7 zymogen act
# Record of COC(=O)c1scc2c(=O)cc(C(F)(F)F)[nH]c12 : 7 | -4 | i | 3 | 1 | -1 | 7 | i | -2 | 59*
# Record of FC(F)(F)c1cc(Oc2ccccc2)nc(-c2ccccn2)n1 : -3 | -5 | 2 | 1 | 0 | 0 | -4 | 3 | -1 | 0.0
# Record of COc1ccc(-n2c(SCC(=O)c3c(N)n(C)c(=O)n(C)c3=O)nc3ccccc32)cc1 : 3 | 1 | 2 | -5 | -2 | 2 | 6 | 0 | 3 | -0.1

# Further entries.
smiles	UHRF1 binding	Tn6 DDE FP	PLC-beta3 inh	Tn7 DDE FP	NR1D1 modulator	sPLA2-III inh	ARFGAP1 inh	PLC-gamma1 inh	ASAP1 GAP inh	KLK7 zymogen act
CC(=O)c1cnc2c(-c3ccccc3)c(C(F)(F)F)nn2c1C	0	-1	-70	5	2	-28	-2	-41	11	-0.8
O=C(N/N=C/c1ccsc1)c1ccc2ccccc2n1	2	-3	-11	0	6	8	3	-8	-1	-0.3
Cc1ccc(-c2nnc(CSc3nncn3N)o2)cc1	4	-3	1	6	-4	7	16	1	3	0.3
O=C(O)/C(=C\c1ccco1)NC(=O)c1cccc2ccccc12	21*	0	-22	3	0	-2	-4	2	2	1.2
COc1ccccc1NC(=O)C1CCN(S(=O)(=O)c2cccc3nonc23)CC1	-1	-3	-6	8	7	-5	7	2	-1	0.6
Cc1cc(C)c2c(=O)[nH][nH]c2n1	2	-2	-2	-3	4	7	-8	-1	3	-1.0
O=C(Nc1ccc(Cl)cc1)C1CCN(C(=O)c2ccco2)CC1	1	-4	-7	7	-1	2	-1	-1	8	-0.3
CCCOC(=O)c1ccc(Nc2nc(C)cc(=O)[nH]2)cc1	-2	-11	-6	3	2	-9	7	-5	-11	0.5
O=C(CCS(=O)(=O)c1ccccc1)Nc1ccc(Cl)c(Cl)c1	3	0	0	4	6	-9	/	-5	/	0.2
CCOC(=O)C(C)Sc1cnccn1 (configuration not stated)	-2	8	-2	4	6	4	0	2	7	-0.1
CCCCN1C(=O)C(CC(=O)NCc2cccc3ccccc23)CC(C(=O)N(C(C)C)C(C)C)=C1C (configuration not stated)	2	10	5	-1	-3	-8	10	3	6	-0.4
Cc1ccc(S(=O)(=O)NCCCCCC(=O)N(C)C)cc1	9	-2	-5	2	2	-6	8	3	-4	-0.2
CCN(CC(=O)Nc1ccc(OC)cc1)C(=O)CN1C(=O)NC(C)(c2ccc3ccccc3c2)C1=O (configuration not stated)	4	6	-7	2	-10	-13	-2	-3	-1	0.8

# Rows are unselected. About 4.5% of those tested had a hit in this group.
